FBPA Giardia inh: Giardia lamblia aldolase inhibition. hit rate 0.71% among 290,000. A8B2U2. AID 2451. purified Giardia FBPA. Potency, µM (top dose mostly 59.6 µM), for inactives: top-dose activity, negative = inhibition, usual class: inhibitors; note: potency is the fitted concentration of half-maximal effect; nearly all actives have a fitted effect of over 55% in size
Target sequence (A8B2U2 whole entry, looked up): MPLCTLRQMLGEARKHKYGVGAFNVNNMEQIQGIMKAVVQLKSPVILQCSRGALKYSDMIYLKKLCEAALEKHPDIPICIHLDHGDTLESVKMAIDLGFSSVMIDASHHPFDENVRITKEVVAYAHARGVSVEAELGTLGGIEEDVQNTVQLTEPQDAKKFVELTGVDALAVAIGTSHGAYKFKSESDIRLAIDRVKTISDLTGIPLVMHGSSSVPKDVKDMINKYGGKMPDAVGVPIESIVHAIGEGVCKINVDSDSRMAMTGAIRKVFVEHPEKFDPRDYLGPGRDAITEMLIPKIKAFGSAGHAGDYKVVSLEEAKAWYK
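40 nM FBPA preincubated 10 min at RT with compound (up to 57.5 uM final), then substrate plus GAPDH/TPI/NAD/arsenate coupling and diaphorase/resazurin added. Fluorescence read after 20 min at RT, 525/598 nm.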
AMA1-RON2 inh: inhibitors of Plasmodium falciparum AMA1-RON2 interaction | hit rate 0.2% among 360,000 | AlphaScreen AMA1-biotinylated RON2 peptide binding | Potency, µM (doses to about 58.2 µM), without a hit: at the top dose activity change, negative = inhibition, usual class: inhibitors | AID 720542;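 note: potency is the fitted concentration of half-maximal effect; 0% = vehicle wells and -100% = peptide control; nearly all actives have a fitted effect of over 45% in size; some results filed as inactive show a strong effect at the top dose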
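AMA1 (3D7) with his tag at 25 nM final met compounds first, then biotinylated RON2 peptide at 25 nM; detection used donor plus acceptor beads, 10 µg/mL apiece, read by AlphaScreen after 30 min at room temperature.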
Sm TGR inh: blocks Schistosoma mansoni thioredoxin glutathione reductase; Q962Y6; purified TGR, DTNB reduction, TNB absorbance 405 nm; Potency, µM (doses to about 114 µM), inactives show at the highest dose activity change, negative = inhibition, most hits filed as inhibitors; hit rate 3% among 360,000; note: potency is the fitted concentration of half-maximal effect; nearly all actives have a fitted effect of over 60% in size
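First, TGR (20 nM dispensed) and NADPH were mixed with compound. Second, a 15 min room-temperature incubation followed. Third, further NADPH and then DTNB were added to start the reaction. Finally, TNB absorbance was monitored kinetically.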
AmpC detergent: blocks E. coli AmpC beta-lactamase in detergent assay; P00811; AmpC hydrolysis of nitrocefin, absorbance 480 nm, 0.01% Triton; Potency, µM (highest dose often 114 µM), for inactives: top-dose activity change, negative = inhibition, actives largely listed as inhibitors; hit rate 0.041% among 370,000; AID 485294;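 note: potency is the fitted concentration of half-maximal effect; 0% = no-compound wells and -100% = no-enzyme wells; nearly all actives have a fitted effect of over 25% in size; some results filed as inactive show a strong effect at the top dose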
Target sequence (P00811 whole entry, looked up): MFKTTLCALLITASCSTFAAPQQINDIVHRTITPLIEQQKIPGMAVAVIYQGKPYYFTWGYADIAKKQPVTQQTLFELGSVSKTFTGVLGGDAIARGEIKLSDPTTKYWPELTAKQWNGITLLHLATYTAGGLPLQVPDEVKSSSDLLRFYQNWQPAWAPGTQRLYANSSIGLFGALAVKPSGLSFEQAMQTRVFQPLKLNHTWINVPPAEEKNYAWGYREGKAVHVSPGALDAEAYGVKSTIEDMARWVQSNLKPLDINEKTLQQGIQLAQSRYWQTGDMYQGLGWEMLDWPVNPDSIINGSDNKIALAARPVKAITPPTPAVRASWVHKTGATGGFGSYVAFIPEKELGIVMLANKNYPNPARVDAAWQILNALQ
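AmpC (5.3 nM in the dispensed reagent) in 20 mM phosphate pH 7.0 with 0.01% (detergent screen) or 0.0001% Triton X-100 was preincubated with compounds for 15 min at room temperature. Nitrocefin was then added from an 800 uM solution, and hydrolysis was followed at 480 nm.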
HCV inh: inhibitors of hepatitis C virus infection | Huh7.5.1 HCVcc-Cre infection, luciferase reporter, 44 h | Potency, µM (series often up to 41.8 µM), inactives show at the top dose activity change, negative = inhibition, usual class: inhibitors | hit rate 3.4% among 340,000 | AID 651820; note: potency is the fitted concentration of half-maximal effect
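After 44 h co-culture of compound, cells and HCVcc-Cre (~0.5 moi), substrate is added for 15 min at room temperature and luciferase measured over 15 sec. Cells were seeded at 1,000/well and pre-cultured 4 h.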
HCMV inh: blocks human cytomegalovirus replication; HFF cells, HCMV-luciferase reporter, 72 h; hits give low values; activity change, negative = inhibition, % at 57.5 µM; hit rate 4.5% among 410,000; AID 1259415; in the data active = activity change below about -60%; inconclusive = no clear call, values can overlap the other calls; inactive = above about -39%
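Compounds were evaluated in HFFs infected with an HCMV luciferase reporter virus (MOI 1 PFU/cell). Luciferase in lysates collected 72 h post infection served as the replication measure.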
The depositor's hits bear a star; u = inconclusive; x = no result given; & = joins results of further samples; [ ] = another dose, or the depositor's remark. Unless noted, calls come from the whole dose curve; as a rule, active = well fitted curve in the direction sought with a large enough effect; inconclusive = small, poorly fitted or top-dose-only effect, or another doubt; inactive = no such curve, though single readings can be large; an effect the other way counts as inactive or inconclusive. Unless noted, % is set by controls: 0 for no effect and ±100 for the full control effect.

mol | FBPA Giardia inh | AMA1-RON2 inh | Sm TGR inh | AmpC detergent | HCV inh | HCMV inh
O=C(O)CCS(=O)(=O)Cc1ccccc1Cl | -2.3% | 3.3% | 1.1% | -7.3% | 0.7% | -15.5
O=C(COC(=O)C1CC1)Nc1nc(-c2ccc(F)c(F)c2)cs1 | x | -3.6% | -0.2% | u | u | -25.4
Cc1ccc2c(CC(=O)OC3CCOC3=O)coc2c1 (configuration not stated) | 8.4% | 0.5% | -35.9% | 0.0% | 18.4% | 62.4
CCOc1ccc(-c2[nH]ncc2-c2ccccc2)c(O)c1 | x | 116.5%[activator] | -2.9% | -7.0% | 5.9% | u
CSc1cccc(NC(=O)C2CCCN(S(=O)(=O)c3cnc[nH]3)C2)c1 (configuration not stated) | -2.6% | 0.0% | 7.5% | -12.1% | -13.7% | 71.9
COc1ccc(-n2c(SCc3nc(-c4ccc(C)cc4)no3)nnc2-c2ccncc2)cc1 | x | x | 1.4% | 11.0% | x | -30.6
CC(C)C(NC(=O)OCc1ccccc1)C(=O)OCC(=O)N1C(C)CCCC1C (configuration not stated) | -0.8% | 13.2% | 22.1%[11.4 µM] | 9.9% | 0.0% | x
CCOc1ccccc1NC(=O)c1ccc2ccccc2c1 | -7.0% | 12.1% | 2.7% | -20.8% | 10µM* | 148.2
COc1ccc(N2CCN(C(c3ccccc3)c3nnnn3Cc3ccc(F)cc3)CC2)cc1 (configuration not stated) | -11.5% | u | 1.3% | -12.2% | -28.0% | -3.6
CCc1ccc(-n2cc(-c3ccc(F)cc3)[n+]3c2SCCC3)cc1 | 0.1% | -14.0% | 1.5% | -0.3% | u | -87.3*
COCCCn1c(SCc2ccccc2)nc2cc(OC)c(OC)cc2c1=N | -4.6% | -13.9% | -11.3% | -9.7% | u | 41.9
CCN1C(=O)c2ccccc2S(=O)c2ccc(C(=O)NCCN(CC(C)C)CC(C)C)cc21 (configuration not stated) | 0.0% | -2.0% | -24.6% | -1.8% | -7.5% | -36.5

Single values from the entries so far.
Value of COc1ccc(N2CCN(C(c3ccccc3)c3nnnn3Cc3ccc(F)cc3)CC2)cc1 (configuration not stated) in HCV inh: -28.0%
Value of COc1ccc(-n2c(SCc3nc(-c4ccc(C)cc4)no3)nnc2-c2ccncc2)cc1 in Sm TGR inh: 1.4%

Carrying on:
mol | FBPA Giardia inh | AMA1-RON2 inh | Sm TGR inh | AmpC detergent | HCV inh | HCMV inh
O=C(CSc1nnc(CNC(=O)c2ccccc2)o1)NCc1ccccc1 | 8.2% | -9.4% | 0.5% | -15.3% | 14.9% | -15.0
CC(C)OCCCNC(=S)NNC(=O)c1ccc(Cl)c(Cl)c1 | 5.8% | 103.5%[activator] | 8.4% | 5.9% | 22.4% | 12.4
CCOc1ccc(C2c3cc(OCC)c(OCC)cc3CC(=O)N2c2ccc(C(=O)O)cc2)cc1OCC (configuration not stated) | x | x | -28.6% | 2.9% | x | 5.1
Cc1cc(C)cc(N2CCN(C(=O)N3CCOCC3)CC2)c1 | 4.7% | -4.0% | -16.7% | u | 15.7% | -15.3
COc1ccc(-n2c(/C=C3\C(=O)Nc4ccccc43)nc3ccccc3c2=O)cc1 | 1.2% | 0.4% | -17.6% | 3.1% | -6.0% | -63.5*
Cc1ccc(NC2=CC(=O)CC(C)(C)C2)cc1F | -8.4% | -1.4% | -6.9% | -0.1% | -24.4% | 51.6
C=CCn1cc(-c2cccc(C(F)(F)F)c2)cc(C#N)c1=O | -8.1% | 3.5% | -25.9% | -1.1% | 8.5% | -25.4
CC(=O)Nc1cccc(NC(=O)CSc2ncc(C(=O)Nc3ccccc3)c(=O)n2C)c1 | x | 3.8% | 6.6% | u | 11.2µM* | 9.5
COc1ccccc1N1CCN(S(=O)(=O)c2ccc3nc(-c4ccccc4)[nH]c3c2)CC1 | -0.5% | -19.7% | -0.2% | -7.9% | -23.6% | 59.7
COc1ccc(NC(=O)CSc2c3c(nc4ccccc24)CCC3)c(OC)c1 | -2.5% | -8.9% | -9.9%&-16.5% | u | -20.1% | 18.6&-22.6
CCOc1ccccc1N(C)C(=O)c1nn(-c2ccc(OC)cc2OC)c(=O)c2ccccc12 | -5.5% | -7.2% | 7.0% | -11.7% | -2.3% | -13.5
C=CCN1C(=O)c2ccccc2NC1c1ccc(Br)s1 (configuration not stated) | -11.7% | 3.1% | -3.9% | u | 8.4% | u
Cc1cc(NC(=O)CSc2ncc(C(=O)Nc3ccc(C)c(C)c3)c(=O)n2C)no1 | x | x | 6.9% | 1.6% | x | -18.3
Cc1noc(-c2ccc(-c3noc(-c4ccc(Cl)cc4)n3)cc2)n1 | x | x | 9.8% | -4.5% | x | 6.1
Cc1cccc(S(=O)(=O)NCCC(=O)OC(C)C(=O)NC(=O)NC2CCCCC2)c1 (configuration not stated) | -6.6% | 4.5% | 2.8% | -3.7% | -0.9% | -6.2
COC(=O)c1ccc(Cn2c(=O)cc(C)c3c(C)nn(C)c32)cc1 | x | x | -2.2% | 0.2% | x | 4.4
Cc1cn2c(=O)cc(COC(=O)c3ccc(NC(=O)COc4ccc(C)c(C)c4)cc3)nc2s1 | x | x | 0.0% | 10.3% | x | -1.4
COc1ccc2c(c1)CCc1c(C(=O)Nc3cc(OC)c(Cl)cc3OC)noc1-2 | x | x | -7.9% | -3.1% | x | 7.2
CC(=O)N1CCN(C(=O)c2ccc(S(=O)(=O)Nc3ccccc3C)cc2)CC1 | x | 9.7% | -8.3% | u | -2.4% | -27.4
CCc1ccc(NC(=O)Cn2cc([N+](=O)[O-])nc2C)cc1 | 5.3% | 16.7% | -22.3% | u | 14.4% | -2.3
CCC(=O)N1CCc2cc(S(=O)(=O)CCC(=O)Nc3ccc(C(C)=O)cc3)ccc21 | x | 0.1% | -35.4% | -8.6% | 7.0% | -18.3
COc1ccccc1OCC(=O)NCCCN1CCOCC1 | 2.6% | 5.8% | 0.2% | 1.4% | -0.6% | 14.6
COc1ccc(N(CC(=O)NCCSc2ccccn2)S(=O)(=O)c2ccccc2)cc1OC | -0.4% | -2.5% | 2.9% | u | 7.4% | 123.6
C1CCCC(NC2=NCCO2)CCC1 | 0.0% | -7.1% | 9.1% | -3.2% | 28.5% | x
CCOC(=O)C1=C(C)OC(N)=C(C(=O)OCC)C12C(=O)Nc1ccc(Br)cc12 (configuration not stated) | -1.6% | -2.4% | 14.9% | -7.3% | 18.1%&-20.6% | -5.0
O=C([C@H](Cc1ccccc1)N1C(=O)c2ccccc2C1=O)N1CCOCC1 | 4.2% | 3.6% | 5.4% | 3.4% | 4.1% | 3.4
COc1ccc(Cl)cc1NC(=O)NC(C)c1ccncc1 (configuration not stated) | u | 20.6% | 2.3% | -9.3% | 7.08µM* | 1.2
CCOC(=O)c1nnn(-c2nn3nnnc3c3ccccc23)c1C | 0.7% | -4.4% | -11.7% | -12.4% | 7.7% | -13.7
CCCNC(=O)c1c(NC(=O)c2ccc(C)cc2)sc2c1CCCCC2 | x | x | 0.1% | 9.2% | x | -2.9
Cc1cccc(C(=O)N2CCN(S(=O)(=O)N3CCCCC3)CC2)c1 | x | 5.9% | 4.8% | 6.0% | x | -13.6
Cc1cc(NC(=O)CSc2ccc3nnc(-c4ccccn4)n3n2)no1 | -12.4% | -28.5% | -0.7% | -8.9% | 0.1% | 50.7
COC(=O)c1cccc(NC(=O)c2cccc(OC)c2)c1 | 1.1% | u | 9.5% | 3.0% | -9.6% | 71.2
COc1cc(NC(=S)N2CCCC(C)C2)c(OC)cc1Cl (configuration not stated) | u | -4.6% | -8.4% | 3.0% | -4.7% | u
COc1ccc(N2CCN(Cc3nc4c(c(=O)n(C)c(=O)n4C)n3CC(C)=O)CC2)cc1 | 0.7% | -4.8% | -3.5% | -14.3% | -13.5% | -39.6
O=C(COc1ccc2c(c1)CCC2)Nc1ccccn1 | x | 7.0% | 6.1% | -0.4% | -10.4% | 51.3
COC(=O)c1ccc(COc2ccccc2/C=C(\C#N)C(=O)Nc2c(C)cccc2C)cc1 | -0.7% | 5.5% | 6.4% | u | u | -25.2
Cn1c(SCC(=O)Nc2ccc(Br)cc2F)nnc1-c1ccco1 | -0.2% | 0.7% | x | -5.2% | -15.4% | -21.8
COc1cc(OC)c(S(=O)(=O)Nc2ccc(C)cn2)cc1NC(C)=O | 1.0% | -12.2% | 1.5% | -11.1% | 15.9% | -19.3
COc1cccc(C(=O)NCC(=O)N/N=C/c2ccc3c(c2)OCO3)c1 | 1.3% | -3.0% | -7.4% | -8.3% | 7.7% | 3.4
C/C(=N\NC(=O)c1ccco1)c1ccc(NC(=O)c2cccs2)cc1 | 0.2% | 5.5% | -20.4% | -3.6% | u | 89.4
COc1ccccc1C1CCN(Cc2cccc3ccccc23)CC1 | 2.2% | -10.8% | u | u | 7.94µM* | -9.4
COc1cccc(NC(=O)CN(C)C(=O)C(CCSC)NC(=O)c2ccco2)c1 (configuration not stated) | x | -5.3%[11.6 µM] | 2.8% | u | 3.2% | 37.6
O=P(OCC(F)(F)C(F)F)(N1CCOCC1)N1CCOCC1 | 4.2% | -1.8% | 19.1% | u | 14.8% | -2.8
COc1cccc(NC(=O)CCC(=O)N2Cc3ccccc3Oc3ncccc32)c1 | x | x | 1.0% | 25.7% | x | 6.0
CNC(=S)NNC(=O)c1ccc(=O)n(Cc2cccc(C(F)(F)F)c2)c1 | 2.6% | 55.3%[activator] | -4.7% | 6.1% | -11.4% | 22.5
C=CCn1c(Cc2c(C)[nH]c3ccccc23)nnc1SCC(=O)NCc1ccc(F)cc1 | 0.3% | -3.5% | 31.6µM* | -6.8% | 0.0% | 7.3
CC(C)CN1C(Nc2ccccc2)=NC[C@@H]1C | -0.5% | -2.9% | -0.1% | -14.3% | 13.7% | -32.1
CCOC(=O)C1CCN(C(=O)c2cc3c(=O)n4ccccc4nc3s2)CC1 | x | -8.4% | -13.6% | 1.2% | 13.9% | 47.2
CCC(=O)Nc1ccccc1Sc1ncnc2scc(-c3ccccc3)c12 | 12.1% | 0.3% | -0.8% | -3.2% | -13.1% | -7.3
COc1cc(=O)[nH]c(SC(C)C(=O)Nc2ccc3ccccc3c2)n1 (configuration not stated) | u | -10.1% | 0.4% | 0.9% | 8.9% | 26.7
Cc1nn(CC(=O)NC(C)c2ccccc2)c(C)c1[N+](=O)[O-] (configuration not stated) | 3.1% | -12.6% | -4.7%[57.1 µM] | -2.1% | -6.9% | 42.6
COc1ccc(CN(Cc2cccn2C)C(=O)c2cc3cc(OC)ccc3[nH]2)cc1 | -14.1% | u | -14.1% | 1.6% | u | 1.1
CC(=O)Nc1ccc2nsnc2c1 | 5.6% | -6.2% | 0.1% | 2.3% | -4.6% | -6.7
CCCCCCSc1nnc2[nH]c(=O)cc(N)n12 | 3.2% | 1.5% | 0.4% | -8.8% | 24.4% | 9.2
CCCc1ccc(C(=O)NNC(=O)c2ccc(Cl)cc2)cc1 | 1.8% | 55.0%[activator] | 0.0% | 0.9% | 20.8% | 28.0
CCCCNC(=O)C1Cc2cc(S(=O)(=O)N3CCCC3)ccc2N1C(C)=O (configuration not stated) | x | -6.1% | 0.9% | u | 1.5% | u
O=Nc1c(O)[nH]c2ccc(Cl)cc12 | -8.5% | -3.7% | x | 0.1% | -3.0% | 4.5

Source: PubChem

An unsorted share of the library (roughly 9.3% active in at least one column).
